# High-throughput results from PubChem.
# HKDC1 inhibitor = HKDC1 hexokinase inhibitors, primary screen, biochemical, fluorescence, uHTS; Q2TB90; recombinant HKDC1, G6PDH/diaphorase resazurin coupled fluorescence; inhibition, % at 20 µM; 0.16% of 340,000 active; AID 493160, 2011;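 active = inhibition above about 35% when tested at 20 µM, limit read from the data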;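 note: plate controls were DMSO wells with enzyme for no effect and DMSO wells lacking enzyme for full effect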
#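 Test system: recombinant HKDC1 (HK5) hexokinase enzyme, produced in-house; Amount: enzyme 5 µg/mL final; Buffer or medium: Tris pH 8.0 buffer with MgCl2, Tween-20, BSA, BME; Reagent: glucose and ATP substrates; Doses: 20 µM test compound, 1% DMSO; Incubation: 90 min reaction incubation at room temperature, dark; Detection: resorufin fluorescence at 613 nm.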
# SENP8 block-1 = human SENP8 protease inhibitors, primary screen, biochemical, fluorescence, Nedd8 protein substrate, uHTS. Sentrin-specific protease 8 (Homo sapiens), Q96LD8. recombinant SENP8. inhibition, % at 20 µM. 0.64% of 360,000 active. AID 602440, 2012; in the data active = inhibition mostly above about 40%, no sharp cut-off; inactive = mostly below about 27%
# Target sequence (Q96LD8 whole entry, looked up): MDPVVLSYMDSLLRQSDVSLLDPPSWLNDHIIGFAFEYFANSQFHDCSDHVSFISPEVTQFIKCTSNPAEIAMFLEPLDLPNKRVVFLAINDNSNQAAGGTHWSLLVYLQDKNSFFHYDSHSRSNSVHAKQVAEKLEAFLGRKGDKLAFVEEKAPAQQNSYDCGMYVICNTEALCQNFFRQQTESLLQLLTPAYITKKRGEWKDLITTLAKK
# SENP7 inh = SENP7 protease inhibitors, primary screen, biochemical, luminescence, uHTS; recombinant SENP7, Z-RLRGG-aminoluciferin luminescence, 40 min; inhibition, % at 5 µM; 1.5% of 330,000 active;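 active = inhibition above about 50% at the single test dose, limit read from the data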;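 note: plate controls were DMSO with enzyme for no effect and no enzyme buffer wells for full effect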
# PfG6PD inh = PfG6PD enzyme inhibitors, primary screen, biochemical, fluorescence intensity, uHTS. 0.78% of 350,000 active. glucose-6-phosphate dehydrogenase-6-phosphogluconolactonase (Plasmodium falciparum 3D7). inhibition, % at 20 µM. PfGluPho enzyme, NADPH resazurin-diaphorase fluorescence;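 active = inhibition reaching at least a set limit at 20 µM in the primary screen, cut at about 59% in these data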;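 note: 0% = DMSO wells with substrate and 100% = DMSO wells lacking glucose-6-phosphate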
# UBC13 polyUb = UBC13 polyubiquitin chain formation inhibitors, primary screen, biochemical, TR-FRET, uHTS | 0.47% of 330,000 active | AID 485273, 2010 | inhibition, % at 20 µM | Ubiquitin-conjugating enzyme E2 N (Homo sapiens), P61088; in the data active = inhibition above about 45%, passing the limit was not always enough
# SENP6 inh = SENP6 protease inhibitors, primary screen, biochemical, luminescence, uHTS; Sentrin-specific protease 6 (Homo sapiens), Q9GZR1; Recombinant SENP6 catalytic domain, aminoluciferin luminescence; inhibition, % at 10 µM; 1.8% of 330,000 active; AID 2599, 2010;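 active = inhibition above about 50% at the single tested dose, limit read from the data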;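 note: plate controls were DMSO wells with enzyme for no effect and DMSO wells lacking enzyme for full effect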
# Target sequence (Q9GZR1 628-1112 limits assumed): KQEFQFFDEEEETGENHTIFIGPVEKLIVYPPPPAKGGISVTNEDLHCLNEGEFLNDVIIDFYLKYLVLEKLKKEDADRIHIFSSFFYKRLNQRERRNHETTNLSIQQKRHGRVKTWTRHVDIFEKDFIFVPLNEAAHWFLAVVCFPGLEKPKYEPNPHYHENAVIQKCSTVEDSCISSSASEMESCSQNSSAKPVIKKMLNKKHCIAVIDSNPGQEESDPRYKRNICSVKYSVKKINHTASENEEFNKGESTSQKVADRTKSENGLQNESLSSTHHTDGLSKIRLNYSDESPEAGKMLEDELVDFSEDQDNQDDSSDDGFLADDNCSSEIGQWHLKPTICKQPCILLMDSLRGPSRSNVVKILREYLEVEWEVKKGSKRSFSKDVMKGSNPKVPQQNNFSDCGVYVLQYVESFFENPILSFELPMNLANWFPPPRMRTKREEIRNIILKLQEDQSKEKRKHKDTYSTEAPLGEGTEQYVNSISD
# beta cell repl = inducers of MIN6 beta-cell proliferation, primary screen, ATP luminescence, uHTS; MIN6 cells proliferation, ATPlite luminescence, 48 h; cells starved in 0.2% serum; 100% = growth in 10% serum; proliferation, % at 10 µM; 0.29% of 330,000 active; AID 2380, 2010;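 active = compounds whose signal lies at least 3.5 SD above the mean of all wells on their plate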;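 note: 0% = DMSO-treated cells in low-serum medium and 100% = 10% serum control; some compounds called inactive have numbers as strong as hits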
# SENP1 FRET inh = human SENP1 catalytic domain inhibitors, primary screen, biochemical, FRET, uHTS; recombinant SENP1 catalytic domain, CyPet-SUMO1-YPet FRET cleavage; AID 624204, 2012; inhibition, % at 10 µM; Sentrin-specific protease 1 (Homo sapiens), Q9P0U3; 0.21% of 360,000 active;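 active = inhibition at least 30% at 10 µM, raw YFP signal under a set limit, fluorescence ratio 0.5 to 1.5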;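 note: 0% = enzyme with DMSO and 100% = no enzyme wells; some results filed as inactive read as strong as hits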
# Target sequence (Q9P0U3 419-644 limits assumed): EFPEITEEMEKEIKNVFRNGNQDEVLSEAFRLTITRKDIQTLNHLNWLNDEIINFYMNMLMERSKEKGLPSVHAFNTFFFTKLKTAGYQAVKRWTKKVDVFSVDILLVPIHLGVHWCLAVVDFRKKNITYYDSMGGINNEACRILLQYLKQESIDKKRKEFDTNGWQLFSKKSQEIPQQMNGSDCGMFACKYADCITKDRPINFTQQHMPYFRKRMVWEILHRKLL
#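 System: Recombinant human SENP1 catalytic domain, His6-tagged | Incubation: Enzyme reaction for 50 min at room temperature, dark | Medium: Tris pH 8 with BME, BSA, NP40 and catalase | Also added: 25 nM SUMO1 FRET substrate | Compound: 10 µM single point, 0.5% DMSO | Measured by: FRET fluorescence in CFP and YFP emission channels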
# SENP8 block-2 = SENP8 protease inhibitors, primary screen, biochemical, luminescence; purified SENP8, Z-RLRGG-aminoluciferin cleavage; inhibition, % at 10 µM; 1.2% of 330,000 active; AID 2540, 2010; in the data active = inhibition above about 50%
# Starred values were filed as active, the others as inactive; / = not tested or not shown. Not a hit list; any-hit rate near 4%.
SMILES,HKDC1 inhibitor,SENP8 block-1,SENP7 inh,PfG6PD inh,UBC13 polyUb,SENP6 inh,beta cell repl,SENP1 FRET inh,SENP8 block-2
CCc1nnc(N2C(=O)c3ccccc3C2(O)c2ccccc2)s1 (stereo not drawn),-8,22,3,-8,0,-20,1,0,1
CC(C)CN1CCN(Cc2nc(C(C)C)cs2)CC1CCO (stereo not drawn),-1,6,3,-9,0,36,0,-3,-2
COc1ccc(CCNC(=O)CSCc2ccc(F)cc2)cc1OC,-16,13,4,-9,4,5,2,2,2
CCCCN(C)CCN1C(=O)C2C(C(=O)Nc3ccc(Cl)cc3)C3C=CC2(O3)C1C(=O)NC1CCCCC1 (stereo not drawn),-6,6,-2,7,9,-23,-1,-2,-3
COc1ccc(-c2cc3cc(OC)c(OC)cc3cn2)cc1OC,6,-358,-9,-3,1,-21,-3,-1,-34
COc1ccc(OC)c(C(=O)c2ccc(C(=O)N3CCN(Cc4csc(C)n4)CC3)cc2)c1,-1,11,-1,-16,1,-10,-2,-1,-4
CSc1nc(C)cc(C)c1C(N)=O,-4,6,0,-8,-8,-4,-1,3,-2
COc1ccc(NS(=O)(=O)c2cc3c(cc2C)N(C(C)=O)CCO3)cc1,-2,5,-7,6,-8,-12,0,3,1
Cc1cccc(C)c1NC(=O)C(Cl)C(=O)c1ccccc1 (stereo not drawn),2,13,-5,22,-5,-10,0,0,17
CC(C)(C)c1cnnn1-c1ccc(NC(=O)c2ccc3c(c2)OCO3)cc1,9,8,10,3,5,-11,-3,0,2
Cc1c(C(=O)O)sc(=S)n1-c1ccccc1,-2,15,-6,-12,-5,-7,0,4,1
Cn1nnnc1SCC(=O)Nc1sccc1C(N)=O,-8,13,-5,4,11,13,-3,-3,-2
O=C(CSc1nc2ccccc2[nH]1)Nc1nc(-c2ccccc2)c(-c2ccccc2)o1,3,-393,6,-9,3,6,-2,-1,-5
COc1ccccc1NS(=O)(=O)c1cc(NC(=O)C2=NNC(=O)CC2)ccc1C,-3,3,8,5,-2,-4,-3,-1,-5
O=S(=O)(c1cccc(C(F)(F)F)c1)N1CCCC1c1cccnc1 (stereo not drawn),-1,9,-8,-4,2,2,7,1,0
COc1ccc(N2C(=O)CC(N3CCC(O)(c4ccc(Cl)cc4)CC3)C2=O)cc1 (stereo not drawn),-2,7,-12,-19,-8,-13,1,1,-7
c1ccc(-c2noc(-c3cccc4ccccc34)n2)cc1,9,-396,49,-11,22,31,-1,0,11
COC(=O)CCCCC1SCC2NC(=O)NC21 (stereo not drawn),-7,10,-5,-9,-1,-16,2,1,-5
CCOC(=O)c1[nH]c(C)c(C(=O)OCC(=O)N2c3ccccc3CC2C)c1C (stereo not drawn),-8,31,10,10,5,-18,-1,1,-2
O=C(CCSc1ccccc1)N1CCN(C(=O)c2ccco2)CC1,-8,19,10,4,-9,-13,1,-1,1
COc1ccc(-c2[nH]ncc2C=O)cc1OC,-2,-22,12,-4,2,2,-1,1,2
CC(Sc1ccccc1)C(=O)N1CCN(S(=O)(=O)c2ccccc2)CC1 (stereo not drawn),-7,1,2,-10,2,-7,-1,1,2
O=C1CC2(CCCC2)C(=O)N1CN1CCN(S(=O)(=O)c2ccc(F)cc2F)CC1,3,1,-8,26,-10,-16,-3,0,-19
CSc1ccc(S(=O)(=O)N2CCC(C(=O)NCc3ccco3)CC2)cc1,2,10,2,2,-1,-16,-1,2,-1
CC1(C)CC(=O)C2=C(C1)N(c1ccccc1)C(=O)CC2c1ccc(O)cc1 (stereo not drawn),-6,10,-5,2,-16,-15,-2,0,-5
Cc1cnn(C(=S)NCCc2ccccc2)c1,6,14,4,-4,2,-22,-2,0,-2
CCOC(=O)C1CCN(C2CCN(Cc3nc(-c4ccccc4)no3)CC2)CC1,-9,15,1,5,-1,16,-3,-1,2
CCCS(=O)(=O)N1CCC(C(=O)N2CCN(C(=O)OCC)CC2)CC1,-2,11,4,-2,2,-8,3,-1,-3
Cc1ccc(C(C(=O)Nc2ccc(C(C)C)cc2)N(C)C(=O)c2ccc(=O)[nH]c2)cc1 (stereo not drawn),-5,11,-1,-14,3,-14,3,1,8
CCOc1ccc(N2CC(C(=O)NCc3ccc(C)n3C)CC2=O)cc1 (stereo not drawn),-2,-9,-7,4,-10,-12,-2,-8,1
Cc1cc(C)n(-c2nc3c(c(=O)[nH]c(=O)n3C)n2CC(O)c2ccccc2)n1 (stereo not drawn),-2,17,4,3,3,7,-1,0,1
CCSc1nc(O)c(C2OC(=O)c3c2ccc(OC)c3OC)c(=O)n1CC (stereo not drawn),-5,3,3,-15,4,-11,-2,1,1
O=S(=O)(c1ccccc1)N1CCN(Cc2ccccc2C(F)(F)F)CC1,5,6,-4,-1,-6,10,0,0,-4
COc1ccc2oc(C(=O)Nc3nccs3)c(C)c2c1,/,-145,83*,/,-2,30,-2,-13,-5
COc1ccc(CN2CCn3nc(C(=O)NC(C)C)cc3C2=O)cc1,-75,4,2,-5,0,-36,5,1,0
Cc1ccc2cc(/C=C/C(=O)c3ccco3)c(Cl)nc2c1,18,3,-4,-6,9,-18,-4,16,0

# A portion taken from the entries so far, as a working copy:
SMILES,HKDC1 inhibitor,SENP8 block-1,SENP7 inh,PfG6PD inh,UBC13 polyUb,SENP6 inh,beta cell repl,SENP1 FRET inh,SENP8 block-2
CCc1nnc(N2C(=O)c3ccccc3C2(O)c2ccccc2)s1 (stereo not drawn),-8,22,3,-8,0,-20,1,0,1
CC(C)CN1CCN(Cc2nc(C(C)C)cs2)CC1CCO (stereo not drawn),-1,6,3,-9,0,36,0,-3,-2
COc1ccc(CCNC(=O)CSCc2ccc(F)cc2)cc1OC,-16,13,4,-9,4,5,2,2,2

# (cont.)
SMILES,HKDC1 inhibitor,SENP8 block-1,SENP7 inh,PfG6PD inh,UBC13 polyUb,SENP6 inh,beta cell repl,SENP1 FRET inh,SENP8 block-2
COc1ccc(N2C(=O)CC3(CCCC3)CC2=O)cc1,-9,22,-7,-23,6,3,0,1,-9
CC(=O)Nc1nnc(SCc2ccccc2F)s1,-5,22,-2,-33,0,-19,3,0,-5
O=C(CCc1nnc(Cc2ccc3c(c2)OCO3)o1)NCc1nc2ccccc2s1,-7,-53,/,6,/,/,/,-22,/
O=S(=O)(Nc1ccc2cn[nH]c2c1)c1ccc(C(F)(F)F)cc1,-1,6,-1,-7,0,-4,2,-1,-1
COc1ccc(C(c2nnnn2Cc2ccccc2)N2CCN(c3ccccc3)CC2)cc1 (stereo not drawn),0,12,-10,10,-5,-23,-3,1,0
Cc1occc1-c1nnc(SCC(=O)Nc2ccccc2)n1CCc1ccccc1,-5,14,-3,4,10,-18,3,0,-3
CC(C)N1C(=O)c2ccccc2C1C(=O)NC1CCCCCC1 (stereo not drawn),-5,11,-1,-16,-16,-22,-1,-1,-11
O=C(OCC(=O)N1CCC(c2ccccc2)=N1)c1ccc([N+](=O)[O-])s1,2,25,15,6,-12,56*,-7,2,63*
Cc1nc2cc(CO)ccc2n1C,-1,-18,7,8,3,-27,0,-1,-1
Cc1coc2cc3oc(=O)c(CCC(=O)NCCCN4CCCC4=O)c(C)c3cc12,0,-165,4,-3,15,-2,-2,-1,2
COc1cc(C(C(=O)NC2CCCCC2)N(C(=O)c2snc(C(N)=O)c2N)c2ccc(C)cc2)ccc1O (stereo not drawn),-5,-308,3,-9,30,15,-2,-19,-3
O=C(NN1CCOCC1)c1ccc(Cl)s1,-2,2,0,-2,4,14,-2,-2,4
COc1ccc(CN2CCN(C(=O)CCC(=O)c3ccc(C)s3)CC2)cc1OC,0,-28,1,6,-9,-13,-4,-10,-5
Cc1onc(-c2ccccc2)c1CNC(=O)CN1C(=O)c2ccccc2C1=O,-1,22,-5,-3,-2,-22,0,-1,-5
Cc1nc(NCc2ccccc2)c2cc[nH]c2n1,-6,12,-4,10,9,-10,-3,5,-8
CCn1c(SCC(=O)NC2CCCCC2)nnc1-c1cccs1,-14,17,6,6,-5,5,-1,0,7
CC(C)(O)C(=O)NN(Cc1ccccc1)c1ccccc1,12,15,2,12,9,2,0,-2,-2
CC(C)n1c(SCC(=O)N2CCCC2)nc2c1c(=O)n(C)c(=O)n2C,-6,10,1,-18,-5,2,1,-1,3
COc1ccc(C(=O)CSc2nnc(CNC(=O)c3ccco3)n2C)cc1,-1,8,-4,17,-6,-2,0,0,-5
Cc1ccc2nc(COC(=O)CNC(=O)c3ccccc3)cn2c1,-5,-11,7,11,1,-12,-2,-1,-5
NC(=O)c1ccc(Nc2ccc3nonc3c2[N+](=O)[O-])cc1,-4,19,-1,2,-18,7,-2,0,3

# An excerpt from above with just PfG6PD inh and SENP1 FRET inh:
Compound | PfG6PD inh | SENP1 FRET inh
Cc1c(C(=O)O)sc(=S)n1-c1ccccc1 | -12 | 4
Cn1nnnc1SCC(=O)Nc1sccc1C(N)=O | 4 | -3
O=C(CSc1nc2ccccc2[nH]1)Nc1nc(-c2ccccc2)c(-c2ccccc2)o1 | -9 | -1
COc1ccccc1NS(=O)(=O)c1cc(NC(=O)C2=NNC(=O)CC2)ccc1C | 5 | -1
O=S(=O)(c1cccc(C(F)(F)F)c1)N1CCCC1c1cccnc1 (stereo not drawn) | -4 | 1
COc1ccc(N2C(=O)CC(N3CCC(O)(c4ccc(Cl)cc4)CC3)C2=O)cc1 (stereo not drawn) | -19 | 1
c1ccc(-c2noc(-c3cccc4ccccc34)n2)cc1 | -11 | 0
